Compound activity from PubChem.
NR1D1 modulator: modulates human Rev-erb alpha binding to DNA. P20393. Rev-erbα–FITC-DNA binding, fluorescence polarization, 90 min. activity, % at 10 µM. hit rate 0.79% among 370,000. AID 1259318;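 active = activity above about 14%, limit read from the data; passing the limit was not always enough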;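 also: 0% = DMSO wells with 35 nM protein and 100% = DMSO wells with 750 nM protein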
rCAG RNA binder: r(CAG) repeat RNA binding; TO-PRO-1 dye displacement fluorescence; inhibition, % at 3 µM; hit rate 1.3% among 370,000; AID 651821;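 active = inhibition above the plate cutoff, the mean of all test compounds on that plate plus 3 SD, cut at about 35% in these data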;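 also: 0% = DMSO alone and 100% = 100 µM mitoxantrone as full dye displacement; higher means more dye released from RNA so lower well fluorescence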
TCR-CD3 inh: blocks the human TCR-CD3 interaction. AID 651800. inhibition, % at 9.4 µM. TAMRA-labeled TCR probe fluorescence, biochemical. hit rate 0.37% among 360,000; in the data active = inhibition above about 19%;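 also: recombinant mutant TCR 2C K166C tagged with TAMRA read by polarization; 0% = receptor in buffer alone and 100% = receptor with positive control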
PG9 Ab binder: small molecules binding HIV-1 gp120 antibody PG9; TR-FRET gp120-PG9 antibody binding; inhibition, % at 6.7 µM; hit rate 0.43% among 360,000; in the data active = inhibition above about 8.5%
ABHD4 inh: inhibits mouse alpha/beta hydrolase domain 4. AID 720543. inhibition, % at 8.92 µM. Q8VD66. purified mABHD4, FP-Rh probe fluorescence polarization. hit rate 0.54% among 370,000;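 active = inhibition exceeding the mean over every tested compound plus 3 SD, cut at about 30% in these data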;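 also: 0% = plate median of compound wells and 100% = S159A mutant with DMSO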
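system = mouse ABHD4 enzyme, wild type | medium = HEPES pH 7.0, NaCl, Pluronic buffer | also added = FP-Rh probe | incubation = Enzyme–compound pre-incubation 45 min, then probe 60 min, both 25 °C | technique = fluorescence polarization, excitation 525 nm, emission 598 nm, BODIPY TMR filters | controls = S159A mutant high control, sample median low control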
PRMT1 FP inh: PRMT1 (human) inhibition, primary screen | AID 652257 | inhibition, % at 2.79 µM | recombinant PRMT1, activity-based probe fluorescence polarization | Q99873 | hit rate 1.3% among 370,000;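 active = inhibition above about 21% made by adding two undisclosed values, limit read from the data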
LEDGF integ inh: blocks HIV-1 LEDGF/p75-dependent DNA integration; TR-FRET IN-LEDGF/p75 DNA integration, Eu/Cy5; hit rate 0.64% among 370,000; AID 743269; inhibition, % at 3.7 µM;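 active = inhibition above the screen-wide mean plus 3 SD, cut at about 13% in these data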;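 also: signal is the Cy5 over europium emission ratio at 671 and 618 nm; 0% = plate median of compound wells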
HTRA1 inh: blocks human HTRA1 serine peptidase; Q92743; recombinant HTRA1, FP-rhodamine activity-based probe, fluorescence polarization; inhibition, % at 5.96 µM; hit rate 0.5% among 340,000; AID 504803; in the data active = inhibition above about 36%;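 also: 0% = enzyme with DMSO and 100% = wells lacking enzyme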
SIAE primary: human SIAE inhibition, primary screen; Q9HAT2; SIAE FP-Rh probe binding, fluorescence polarization; inhibition, % at 9.66 µM; hit rate 0.69% among 370,000;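 active = inhibition above a cutoff: mean of compounds within the control limits plus 3 SD of those, cut at about 17% in these data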;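 also: 0% = plate median of compound wells and 100% = probe without SIAE protein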
Target sequence (Q9HAT2 whole entry, looked up): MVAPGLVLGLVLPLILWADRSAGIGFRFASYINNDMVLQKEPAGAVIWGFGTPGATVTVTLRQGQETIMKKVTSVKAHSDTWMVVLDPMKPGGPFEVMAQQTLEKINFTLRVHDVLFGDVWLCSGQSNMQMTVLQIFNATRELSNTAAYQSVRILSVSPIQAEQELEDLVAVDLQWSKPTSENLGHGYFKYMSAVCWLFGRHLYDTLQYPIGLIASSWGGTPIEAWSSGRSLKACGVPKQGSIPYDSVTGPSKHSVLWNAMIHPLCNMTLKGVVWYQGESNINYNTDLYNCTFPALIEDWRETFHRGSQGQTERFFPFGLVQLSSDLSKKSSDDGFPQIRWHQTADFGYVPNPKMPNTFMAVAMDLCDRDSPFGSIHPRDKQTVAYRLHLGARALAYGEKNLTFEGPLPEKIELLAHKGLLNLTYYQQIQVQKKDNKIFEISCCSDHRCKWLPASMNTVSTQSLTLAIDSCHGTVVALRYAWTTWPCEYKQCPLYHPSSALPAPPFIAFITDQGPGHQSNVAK
TDP2 inh: TDP2 (human) inhibition, absorbance primary screen; AID 720702; inhibition, % at 12.8 µM; recombinant TDP2, T5PNP hydrolysis, p-nitrophenol absorbance 415 nm; hit rate 0.34% among 370,000; O95551;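 active = inhibition above the mean of all tested compounds plus 3 SD, set per campaign, cut at about 25% in these data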;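 also: 0% = DMSO with enzyme and 100% = buffer with substrate but no TDP2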
Target sequence (O95551 whole entry, looked up): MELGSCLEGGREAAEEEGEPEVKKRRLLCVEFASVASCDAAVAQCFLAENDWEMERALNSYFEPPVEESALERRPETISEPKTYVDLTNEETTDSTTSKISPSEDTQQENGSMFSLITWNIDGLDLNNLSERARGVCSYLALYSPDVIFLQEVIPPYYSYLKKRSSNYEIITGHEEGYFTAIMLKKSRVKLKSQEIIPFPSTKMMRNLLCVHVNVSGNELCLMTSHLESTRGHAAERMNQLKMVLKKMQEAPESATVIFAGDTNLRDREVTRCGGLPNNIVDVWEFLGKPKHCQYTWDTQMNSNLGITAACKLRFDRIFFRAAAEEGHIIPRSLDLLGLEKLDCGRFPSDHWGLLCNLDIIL
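Material: recombinant human TDP2; quantity: TDP2 enzyme at 120 nM final; medium: Tris-HCl pH 7.5 with MgCl2; compound: single concentration, 12.8 µM nominal, with 1% DMSO; incubation: 2 h enzyme incubation at 37 °C; signal: epi absorbance; measure: percent inhibition; benchmarks: high control without enzyme, low control DMSO plus TDP2; repeats: singlicate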
* marks the source's active call; other numbers are inactive results; / = no result given; & = joins results of further samples.

canonical_smiles | SIAE primary | ABHD4 inh | TDP2 inh | HTRA1 inh | PRMT1 FP inh | NR1D1 modulator | LEDGF integ inh | TCR-CD3 inh | rCAG RNA binder | PG9 Ab binder
Nc1nnc(SCc2ccc(Cl)cc2)s1 | 4 | 2 | 2 | -7 | -2 | 1 | 2 | 3 | 4 | -0.3
Cc1cccc(N2N=C(C(=O)Nc3ccc(Cl)c(S(=O)(=O)N4CCOCC4)c3)CCC2=O)c1 | -2 | 5 | 4 | -5 | 1 | -6 | -5 | -5 | 9 | -0.5
O=[N+]([O-])c1ccc(S(=O)(=O)NN=CCCc2ccccc2)cc1 | 2 | -28 | -3 | -11 | 3 | -2 | 0 | 2 | 6 | -0.2
CC(c1ccccc1C(O)c1ccccc1)N(C)C (stereo unspecified) | -3 | -1 | -6 | 1 | 2 | 2 | -2 | -2 | -4 | -0.7
CN(Cc1ncc[nH]1)Cc1cn(-c2ccccc2)nc1-c1ccc2c(c1)OCO2 | 4 | -3 | -4 | -11 | -1 | 0 | 2 | 3 | -4 | -2.6
C=CCSc1nc2ccccc2[nH]1 | -2 | 0 | 7 | 0 | -1 | -7 | -2 | 8 | 2 | 1.2
COc1ccccc1C1CC(=O)Oc2cc(O)ccc21 (stereo unspecified) | 6 | 2 | 2 | 8 | 2 | 1 | -4 | -4 | 3 | 2.0
N#C/C(=C1\C(=O)Nc2c(Cl)cc(Cl)cc21)c1nnc2n1CCCCC2 | 0 | 7 | -10 | 0 | -2 | -3 | 0 | 4 | -1 | -3.0
CC(C)(C)NC(=O)CSc1nnc(NC(=O)CCc2ccccc2)s1 | -1 | -5 | -6 | 4 | 0 | 5 | -6 | -2 | -7 | 0.1
CCC1=C2CC[C@H]3C(=O)N(c4ccccc4)C(=O)[C@H]3[C@H]2[C@@]2(C)C(=NCC(=O)OC)OC(=O)N2C1=O | 6 | 0 | 11 | 1 | 1 | -7 | -1 | 6 | 2 | -0.6
Cc1ccc(C(C)C)c(OCCN(C)C)c1 | 4 | 0 | 8 | 1 | 0 | 2 | 2 | 6 | -3 | -0.6
COc1cccc(NC(=O)N2CCOCC2)c1 | -2 | -3 | -6 | 0 | 0 | 0 | 5 | 7 | -1 | -1.0
Cc1nc(Cc2ccccc2)sc1CC#N | 1 | 0 | 2 | -6 | 0 | -3 | -5 | 0 | 3 | 2.2
O=C1NC[C@H](Cc2ccccc2)N(CCc2cc(C(F)(F)F)cc(C(F)(F)F)c2)C1=O | 1 | 0 | -3 | / | -1 | -7 | 4 | 1 | -1 | 0.9
Cc1cccc2cc3c(N)c(C(=O)N4CCc5ccccc54)sc3nc12 | 0 | 9 | -5 | -4 | 31* | -3 | 1 | 1 | 17 | -1.0
CCN(CC)CCCNc1nc(N)c([N+](=O)[O-])c(N2CCCCCC2)n1 | -1 | 5 | 2 | -7 | -4 | 2 | -3 | -3 | -4 | -0.1
O=C(COC(=O)c1ccc(O)cc1)Nc1cccc(S(=O)(=O)N2CCCCC2)c1 | -33 | -10 | 7 | -11 | -1 | 6 | 0 | 5 | 9 | -0.9
O=C(OCC(=O)N1CCCC1=O)c1nc(Cl)ccc1Cl | -3 | 2 | 15 | -3 | -4 | -9 | 1 | 9 | -1 | -0.2
Cc1cccc(CN2[C@@H](CC(C)C)COCCS2(=O)=O)c1 | 2 | 2 | -2 | -1 | -1 | -3 | -3 | 4 | -3 | -1.0
COc1ccc(/C=C/C(=O)Nc2ccc(S(=O)(=O)Nc3onc(C)c3C)cc2)cc1OC | -6 | 1 | -8 | -3 | 0 | -5 | 3 | 9 | 39* | -1.8
COC(=O)c1c(NC(=O)COC(=O)CCNS(=O)(=O)c2ccc(NC(C)=O)cc2)sc(C)c1C | 4 | 0 | 20 | -15 | -3 | 3 | 5 | -1 | 5 | 0.8
CCOC(=O)CCCCCN(Cc1ccccc1)S(=O)(=O)c1ccc([N+](=O)[O-])cc1 | 3 | -1 | 2 | -7 | 2 | 1 | -3 | -3 | 3 | -0.8
CC(C)COC(=O)N(C)C[C@H]1OCc2cn(nn2)CCCC(=O)N([C@H](C)CO)C[C@@H]1C | 3 | 0 | 14 | 0 | 2 | -6 | 2 | 0 | 0 | -1.4
CCN1C(=O)[C@H]2[C@@H](c3ccc(C)cc3)N3C(=O)N(c4ccc(C(F)(F)F)cc4)C(=O)[C@@]3(CC(C)C)[C@H]2C1=O | -4 | -8 | -3 | -19 | -1 | 2 | -3 | 0 | -6 | -2.9

Part of the list above, with values under each structure:
Each structure is followed by: SIAE primary, ABHD4 inh, TDP2 inh, HTRA1 inh, PRMT1 FP inh, NR1D1 modulator, LEDGF integ inh, TCR-CD3 inh, rCAG RNA binder, PG9 Ab binder
CN(Cc1ncc[nH]1)Cc1cn(-c2ccccc2)nc1-c1ccc2c(c1)OCO2
  4, -3, -4, -11, -1, 0, 2, 3, -4, -2.6
C=CCSc1nc2ccccc2[nH]1
  -2, 0, 7, 0, -1, -7, -2, 8, 2, 1.2

More results follow:
canonical_smiles | SIAE primary | ABHD4 inh | TDP2 inh | HTRA1 inh | PRMT1 FP inh | NR1D1 modulator | LEDGF integ inh | TCR-CD3 inh | rCAG RNA binder | PG9 Ab binder
OC(c1cccc(Cl)c1)c1nc(-c2ccc(F)c(Cl)c2)cs1 (stereo unspecified) | -9 | -38 | -12 | / | -2 | 0 | -1 | 2 | 3 | 1.5
CC(=O)c1ccc(Nc2cc(C)nc3nc(C)nn23)cc1 | 3 | -2 | 16 | 0 | -2 | -4 | -2 | 7 | 1 | -1.1
COC(=O)c1c(C)cccc1C1CN=NC12Cc1ccccc1C2=O (stereo unspecified) | -1 | 1 | -6 | -1 | 5 | -2 | 2 | 0 | 2 | 0.0
Oc1ccc(C=NN=Cc2ccco2)c(O)c1 | -4 | 11 | -13 | -8 | 4 | 2 | -2 | -5 | 3 | -2.5
COCCNC(=O)c1ccc(N2CC3CC(C2)c2cccc(=O)n2C3)c(NC(=O)c2cc(OC)cc(OC)c2)c1 (stereo unspecified) | -1 | 7 | -8 | 2 | 2 | -2 | -5 | -4 | -4 | -1.3
CCN(CC)Cc1cc(C(=O)O)c(C)o1 | -3 | 0 | 6 | -11 | 2 | -4 | -4 | -3 | -2 | -0.2
CCCOc1ccc(-c2c(C(=O)N/N=C(\C)c3ccco3)nnn2-c2nonc2N)cc1 | 7 | -3 | -9 | -14 | 4 | -4 | -2 | -1 | 5 | 0.1
CC(C)(O)C#Cc1ccc(C(=O)N2CCC(C(N)=O)(N3CCCCC3)CC2)cc1 | 23* | 0 | 4 | 6 | -1 | -3 | 1 | 5 | 0 | -1.8
C=CCNC(=S)NN=C1CCCCCCC1 | 8 | 5 | 1 | -1 | -2 | -8 | 4 | 6 | -4 | -1.7
N#Cc1c(-c2ccc(C(F)(F)F)cc2)cc(-c2ccccc2)[nH]c1=S | 5 | -1 | -2 | -3 | -1 | 1 | 0 | -8 | 10 | 3.9
Cc1cc(C(=O)NCc2cccs2)ccc1[N+](=O)[O-] | -4 | 2 | 1 | -4 | 1 | 5 | -1 | 5 | -1 | -2.0
COc1ccc(CNC(=S)Nc2ccccc2C)cc1 | -2 | -16 | -4 | -7 | 1 | -4 | -5 | -6 | 7 | -0.6
CCOC(=O)c1cnn(CCOC(=O)c2ccccc2F)c1NC(=O)c1ccccc1F | 5 | 5 | 3 | -2 | 0 | -1 | 0 | -3 | -4 | -1.1
CCOc1ncccc1C(=O)Nc1ccc(F)cc1 | -5 | -3 | 0 | 1 | 0 | 10 | 5 | 4 | -2 | -0.3
C(=N\Nc1nc2ccccc2[nH]1)/c1cccc2cccnc12 | 14 | 24 | -18 | 49* | 15 | 5 | -9 | -5 | 13 | -8.3
CCOC(=O)c1ccc(NCC(O)COc2ccccc2)cc1 (stereo unspecified) | 0 | -7 | 5 | -1 | -1 | 1 | 1 | 8 | -1 | -0.5
CCCS(=O)(=O)NC(=O)C1(C)CCN(C(=O)c2cc(OC)c(OC)c(OC)c2)C1 (stereo unspecified) | -5 | 4 | 0 | / | 2 | -5 | -2 | -5 | 0 | -1.1
O=C(CSc1ccccn1)Nc1ccc2c(c1)OCO2 | 0 | 1 | 4 | / | -1 | -4 | 5 | 6 | 1 | -1.8
O=C(CC1C(=O)NCCN1Cc1ccc(-c2ccccc2)cc1)NCC1CCOCC1 (stereo unspecified) | 5 | -3 | -5 | -4 | 7 | 3 | -7 | -1 | 2 | -1.2
CCN(CC)c1ccc(N=C2C=CC(=O)C=C2NC(C)=O)cc1 | -25 | -8 | -3 | / | 54* | -5 | 73* | 6 | 25 | -11
Cc1cc(F)ccc1NC(=S)NC1CCCC1 | 0 | 5 | -5 | -2 | 2 | -1 | 0 | 2 | -1 | 0.5
C/C(=N/NC(=O)CNC(=O)c1ccccn1)c1cccc([N+](=O)[O-])c1 | 0 | 1 | 15 | -4 | 4 | -3 | 2 | 0 | 0 | -1.0
CC1CCCC(NC(=O)Cn2cc(C(F)(F)F)cc(Cl)c2=O)C1C (stereo unspecified) | -2 | -9 | -9 | 0 | 6 | -1 | -7 | -8 | 3 | -0.2
COC1OC2COC(c3ccccc3)OC2C2OC(c3ccccc3)OC12 (stereo unspecified) | 0 | 0 | 5 | 1 | -4 | -2 | -1 | -2 | 0 | 0.6
O=C(Oc1oc(-c2ccco2)nc1C=Nc1ccc(Cl)cc1)c1ccco1 | 6 | 2 | 2 | 2 | 5 | -4 | 0 | 0 | 1 | -1.7
CN1C(=S)N(c2ccccc2)C(=O)/C1=C/c1ccco1 | -6 | 4 | -3 | -6 | 4 | -3 | 1 | 1 | 5 | -3.2
Cc1ccc(-c2cc(C(F)(F)F)nn2-c2ccc(S(N)(=O)=O)cc2)cc1 | -7 | -21 | 0 | -16 | 0 | 3&-1 | 1 | -1 | 3 | -2.0
CC(NC(=O)COC(=O)CNC(=O)c1ccccc1Cl)C1CC2CCC1C2 (stereo unspecified) | -3 | 1 | -4 | -1 | 3 | 0 | -4 | -4 | -2 | -0.7
C[C@@H]1CC[C@@]23COC(=O)C2=CCC[C@@H]3[C@@]1(C)CC/C(=C/CO)CO | 4 | -1 | 4 | 0 | 5 | 6 | 2 | -9 | -2 | 2.6
COC(=O)c1cc(S(=O)(=O)Nc2ccsc2C(=O)OC)oc1C | -5 | 2 | -6 | 1 | 5 | -3 | -3 | -4 | 4 | -1.0
O=C(NCc1cccs1)C1CCN(S(=O)(=O)c2ccc(Cl)cc2)CC1 | 6 | -4 | 9 | 5 | 3 | -4 | -8 | 5 | 0 | 0.5
O=C(C[n+]1cccc(C(=O)N/N=C/c2cccc([N+](=O)[O-])c2)c1)c1ccccc1 | 4 | -2 | 2 | 5 | 3 | -5 | 4 | 6 | 16 | -1.0

Not all compounds are listed, so the mix of outcomes need not match the whole.
